Source: PubChem
3CLpro inhibitor: SARS-CoV 3CLpro protease inhibition; P0C6X7; AID 1706; recombinant SARS-CoV 3CLpro, quenched FRET peptide cleavage; hit rate 0.14% among 290,000; inhibition, % at 6 µM; in the data active = inhibition above about 12%
VHR inh abs: DUSP3 (human) phosphatase inhibition; P51452; recombinant VHR phosphatase, pNPP absorbance; inhibition, % at 13.3 µM; hit rate 0.52% among 290,000; in the data active = inhibition above about 50%; note: some compounds called inactive have numbers as strong as hits
Target sequence (P51452 whole entry, looked up): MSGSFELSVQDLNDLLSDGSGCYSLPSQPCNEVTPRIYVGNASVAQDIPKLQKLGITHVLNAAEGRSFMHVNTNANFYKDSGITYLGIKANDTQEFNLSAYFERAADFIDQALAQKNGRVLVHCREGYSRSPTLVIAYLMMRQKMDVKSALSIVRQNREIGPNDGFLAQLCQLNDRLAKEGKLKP
Rv3671c protease: inhibitors of M. tuberculosis serine protease Rv3671c; P9WHR9; inhibition, % at 5.96 µM; hit rate 0.048% among 320,000; AID 2606; in the data active = inhibition above about 38%;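 note: extracellular domain of Rv3671c used as enzyme; 0% = enzyme with DMSO and 100% = no enzyme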
Target sequence (P9WHR9 whole entry, looked up, the tested form may be a part): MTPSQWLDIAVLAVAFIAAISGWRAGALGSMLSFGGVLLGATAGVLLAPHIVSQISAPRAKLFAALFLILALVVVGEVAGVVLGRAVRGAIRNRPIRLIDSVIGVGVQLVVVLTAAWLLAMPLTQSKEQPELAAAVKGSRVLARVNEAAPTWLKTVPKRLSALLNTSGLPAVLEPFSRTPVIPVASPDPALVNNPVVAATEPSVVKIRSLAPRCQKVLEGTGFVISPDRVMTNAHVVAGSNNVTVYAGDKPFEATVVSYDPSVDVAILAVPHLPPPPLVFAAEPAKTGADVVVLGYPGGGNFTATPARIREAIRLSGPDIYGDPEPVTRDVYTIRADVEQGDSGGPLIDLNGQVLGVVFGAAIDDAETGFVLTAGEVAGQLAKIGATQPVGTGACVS
Anthrax LF inh2: blocks Bacillus anthracis lethal factor protease; hit rate 0.12% among 360,000; multiplex microsphere protease cleavage assay, LF; AID 588501; inhibition, % at 10 µM; note: plate controls were buffer without enzyme for full effect and enzyme alone for no effect
BoNT A protease: inhibitors of Botulinum neurotoxin A light chain protease; multiplex microsphere protease substrate cleavage, flow cytometry; inhibition, % at 10 µM; hit rate 0.17% among 360,000; AID 588499; note: plate controls were buffer without enzyme for full effect and enzyme alone for no effect
PriA SSB inh: K. pneumoniae PriA-SSBct interaction inhibition. inhibition, % at 33 µM. hit rate 0.6% among 430,000. AlphaScreen SSBct-PriA binding, biotinylated peptide. AID 1272365; in the data active = inhibition mostly above about 37%, no sharp cut-off; inactive = mostly below about 20%;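 note: plate controls were negative control peptide for no effect and reference peptide for full effect; strong numbers were not always called active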
MazEF act: MazEF (E. coli) toxin RNase activation; hit rate 0.32% among 350,000; activation, % at 20 µM; FAM/BHQ RNA-DNA oligo cleavage fluorescence, 5 h; P0AE70; in the data active = activation above about 50%
Target sequence (P0AE70 whole entry, looked up): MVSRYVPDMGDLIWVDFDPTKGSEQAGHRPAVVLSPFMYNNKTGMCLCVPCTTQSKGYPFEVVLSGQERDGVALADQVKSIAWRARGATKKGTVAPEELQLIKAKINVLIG
BoNT-F LC inh: inhibitors of Botulinum neurotoxin F light chain protease | AID 588497 | Multiplex microsphere protease cleavage assay, flow cytometry | inhibition, % at 10 µM | hit rate 0.22% among 360,000; in the data active = inhibition above about 35%, passing the limit was not always enough; inconclusive = no clear call, values can overlap the other calls; note: plate controls were buffer without enzyme for full effect and enzyme alone for no effect
CCHFV vOTU inh: CCHFV vOTU protease inhibition. hit rate 0.55% among 370,000. AID 651958. Pep-AMC fluorescence. inhibition, % at 11.5 µM; in the data active = inhibition above about 30%; note: 0% = vehicle wells with enzyme and 100% = no enzyme wells
PrPC TRFRET: cell surface PrPC inhibition, primary TR-FRET screen. inhibition, % at 13.8 µM. AID 720596. hit rate 0.43% among 370,000. TR-FRET read-out; in the data active = inhibition above about 24%; note: 0% = median of the test wells and 100% = reference compound wells
Numbers without * were called inactive; i = inactive; ? = inconclusive; nt = not tested or not shown; & = joins results of further samples. Cut-off read from the data, not from the text of the source, unless noted: active = inhibition above about 30%; inconclusive = no clear call, values can overlap the other calls; inactive = below that. An excerpt; the hit share may differ from the screen's.

No.	Compound	3CLpro inhibitor	VHR inh abs	Rv3671c protease	Anthrax LF inh2	BoNT A protease
1	Cc1ccc(CC(=O)O/N=C(\N)c2ccccn2)cc1	-6	29	-12	1	0.2
2	CC1(c2nnc(Cc3ccccc3)o2)CC(c2ccccc2Br)=NO1 (centres undefined)	nt	nt	-4	-8	-0.5
3	Cc1ccc(Cc2nnc(SCC(=O)Nc3c(C)cccc3C)[nH]c2=O)cc1	nt	nt	-3	-1	-2.3
4	CCOC(=O)N1CCN(Cc2cn[nH]c2-c2ccc(-c3ccccc3)cc2)CC1	6	38	0	0	0.2
5	CCCCn1c(N)c(N(CC(C)C)C(=O)C(C)SCc2nc3sc(C)c(C)c3c(=O)[nH]2)c(=O)[nH]c1=O (centres undefined)	nt	nt	12	5	-2.1
6	Nc1nc(-c2ccccc2)nn1S(=O)(=O)c1ccccc1	0	33	-2	-7	0.1
7	C=CCN=c1scc(-c2ccc(F)cc2)n1/N=C/c1ccccn1	-3	26	-4	-1	-0.4
8	Cc1cc(C(=O)c2ccc(Cl)cc2)c(NC(=O)CCl)s1	6	4	-14	-2	-1.2

No.	PriA SSB inh	MazEF act	BoNT-F LC inh	CCHFV vOTU inh	PrPC TRFRET
1	i	-1	4	-2	9
2	-13	2	-3	5	3
3	-4	-4	-5	1	0
4	-7	5	4	-13	3
5	0	-2	21	-1	0
6	1	-27	-2	-12	10
7	nt	-6	-2	18	-3
8	4	5	-2	16	-16

Next compounds.
No.	Compound	3CLpro inhibitor	VHR inh abs	Rv3671c protease	Anthrax LF inh2	BoNT A protease
9	O=C(/C=C/c1c(F)cccc1Cl)Nc1cccnc1	20*	22	-3	-17	0.4
10	COc1ccccc1NC(=O)[C@H](COCc1ccccc1)NC(=O)OC(C)(C)C	-2	10	-2	-2	-0.4
11	Cc1cccc(CSC2=NN3CCCC(=O)N=C3S2)c1	2	0	-2	-5	-0.6
12	COc1ccc(OC)c(NC(=O)CSc2nnc(N)s2)c1	0	0	1	-7	-0.4
13	CN(C)CCCCOc1ccccc1F	4	28	5	-5	-0.4
14	Cc1ccc(NC(=O)COc2ccccc2C=O)cc1Cl	-3	8	-10	0	-1.5
15	CN1C(C(=O)NCc2ccc(OC(F)(F)F)cc2)CC2Cn3c(nc4cc5ccccc5cc43)C21 (centres undefined)	nt	22	-7	-6	0.0
16	CCCc1nc(SCC(N)=O)[nH]c(=O)c1CC	-3	12	1	-5	1.6

No.	PriA SSB inh	MazEF act	BoNT-F LC inh	CCHFV vOTU inh	PrPC TRFRET
9	1	4	?	-13	-5
10	-8	-4	-15	6	2
11	-15	3	-6	0	11
12	-14	2	-4	-4	1
13	5	-1	-2	-6	7
14	-9	-5	-9	-13	-2
15	-6	3	-5	-3	-13
16	-12	-3	0	6	2

Going on with the list:
No.	Compound	3CLpro inhibitor	VHR inh abs	Rv3671c protease	Anthrax LF inh2	BoNT A protease
17	Cc1ccc(N(C(=O)c2csnn2)C(C(=O)NC2CCCCC2)c2cccnc2)c(C)c1 (centres undefined)	-1	12	-4	12	-0.1
18	Cc1ccc(Nc2nnc(SCC(=O)NCCN3C(=O)CSC3=O)s2)cc1	-1	3	-4	-1	-0.7
19	CN(CC(O)CN1CCOCC1)S(=O)(=O)O (centres undefined)	2&3	12&31	-9&8	1&0	-0.3&0.8
20	COc1ccc(Cc2nnc(NC(=O)Nc3cccc(OC)c3)s2)cc1	-2	17	-21	17	-0.8
21	CCc1sc(C(=O)Nc2ccc(F)cc2C)cc1C	-2	9	8	1	-0.2
22	COc1ccc(NC(=O)CN(c2ccc([N+](=O)[O-])cc2)S(=O)(=O)c2ccccc2)c(OC)c1	8	12	-6	-5	0.0
23	CCn1nc(C(=O)OCC(=O)Nc2nc(-c3ccc(OC)cc3)cs2)c2ccccc2c1=O	-1	-10	-7	2	-0.1
24	Cc1ccc(S(=O)(=O)N2CCN(c3ccccc3)CC2)cc1C(=O)NC1CCCCC1	4	10	1	-5	1.2

No.	PriA SSB inh	MazEF act	BoNT-F LC inh	CCHFV vOTU inh	PrPC TRFRET
17	-7	3	-9	-3	-3
18	-19	-2	-2	-38	2
19	-8	3&3	-2&-7	-2&15	-1&-4
20	0	-23	-17	-4	0
21	-9	2	-2	-18	7
22	-6	-3	-21	-5	-9
23	-9	-4	3	-3	0
24	-8	-3	8	8	-2

(cont.)
No.	Compound	3CLpro inhibitor	VHR inh abs	Rv3671c protease	Anthrax LF inh2	BoNT A protease
25	COc1ccccc1CCNC(=O)CSc1nnc2ccc(-c3ccncc3)nn12	-1	30	5	6	0.1
26	COc1ccc(-c2csc(NC(=O)c3ccc(S(C)(=O)=O)cc3)n2)cc1	-2	13	-5	2	-0.2
27	CCC1Oc2ccccc2N(CC(=O)Nc2ccc(OC)cc2OC)C1=O (centres undefined)	-1	-19	0	-4	-0.5
28	COc1ccc2c(c1)CC[C@@H]1[C@@H]2CC[C@]2(C)[C@@H](C(C)=O)C[C@@H]12	nt	nt	-4	-5	-0.4
29	NNC(=S)NC1CCS(=O)(=O)C1 (centres undefined)	0	4	4	-7	0.2
30	O=C(CSc1ncnc2nc[nH]c12)c1ccc2ccccc2c1	-2	1	-13	-3	-0.2
31	COc1cc2nc3occc3c(OC)c2cc1OC	-4	5	-1	1	0.1
32	C#CCSc1nnc(CSc2nc3ccccc3s2)n1-c1ccccc1	2	15	2	-24	2.1

No.	PriA SSB inh	MazEF act	BoNT-F LC inh	CCHFV vOTU inh	PrPC TRFRET
25	1	-6	3	3	-33
26	-7	3	-2	1	16
27	-3	-9	-18	0	0
28	-2	-1	-3	5	7
29	-6	-16	-9	0	-2
30	-4	0	-4	8	15
31	18	1	-5	-3	0
32	-3	0	6	-2	-5

Following part
No.	Compound	3CLpro inhibitor	VHR inh abs	Rv3671c protease	Anthrax LF inh2	BoNT A protease
33	CC1(C)Cc2c(sc3nc4n(-c5ccccc5)cnn4c(=O)c23)CO1	0	27	13	-12	0.0
34	COc1ccc(Cl)cc1C(=O)NCC(C)C	-3	8	-8	3	-0.8
35	Cc1ccnc(NC(=O)c2cc(F)c(F)cc2Cl)n1	-2	5	6	1	1.6
36	COc1cc2c(cc1OC)C(=O)N1[C@H]3c4cc(C)ccc4OC[C@@H]3[C@H](c3ccccc3)[C@]1(C)C(=O)N2	nt	nt	-16	1	0.0
37	CCCCCc1cc(=O)oc2c(C(CCN3CCCCC3)c3ccc4c(c3)OCO4)c(OC)cc(OC)c12 (centres undefined)	nt	22	-3	-7	-0.9
38	O=C(CSc1ncn[nH]1)c1cccc([N+](=O)[O-])c1	0	4	-3	1	0.7
39	Cc1ccc(CNC(=O)c2cc(C3CC3)nc3c2cnn3C(C)C)cc1	nt	nt	2	-1	0.7
40	CS(=O)(=O)N(Cc1ccc(Cl)cc1)c1ccc(C(=O)Nc2cccnc2)cc1	6	7	-11	6	0.2

No.	PriA SSB inh	MazEF act	BoNT-F LC inh	CCHFV vOTU inh	PrPC TRFRET
33	3	0	?	-10	7
34	-21	9	3	14	-7
35	3	5	0	4	-3
36	18	3	0	-1	6
37	42*	-34	-16	7	-8
38	11	-6	-1	-12	-14
39	-12	-18	0	12	6
40	0	-3	6	0	8

The list goes on.
No.	Compound	3CLpro inhibitor	VHR inh abs	Rv3671c protease	Anthrax LF inh2	BoNT A protease
41	Cc1cccc(NC(=O)Cn2nnc(C(=O)NCc3ccco3)c2N)c1	1	19	-10	-3	-1.3
42	Cc1ccccc1-c1noc(CNC(=O)COc2ccccc2)n1	6	15	0	-3	-1.8
43	Cc1cc(Br)cn2c(Cc3ccsc3)c(C(C)(C)C)nc12	nt	nt	nt	15	7.9
44	Cc1cccc(N2CCN(C(=O)c3ccc(S(=O)(=O)N(C)c4ccccc4)cc3)CC2)c1C	nt	nt	3	-4	0.3
45	Cn1ncc(Br)c1C(=O)NC1C2CC3CC(C2)CC1C3 (centres undefined)	0	5	-10	2	0.3
46	COc1cc(C)c(CN2CCN(c3ncccn3)CC2)cc1C	nt	nt	6	nt	nt
47	N#CCCN(C(=O)COC(=O)c1ccc2c(c1)NC(=O)CS2)c1ccc2c(c1)OCCO2	4	22	4	-1	-0.7

No.	PriA SSB inh	MazEF act	BoNT-F LC inh	CCHFV vOTU inh	PrPC TRFRET
41	-18	5	-8	24	-7
42	-14	1	-1	18	5
43	nt	nt	-10	-13	-6
44	-7	-18	-1	-5	8
45	-24	0	0	6	1
46	-3	1	nt	6	6
47	-4	-4	-13	-5	-1

By substructure: the compounds so far with fluorine.
No.	Compound	3CLpro inhibitor	VHR inh abs	Rv3671c protease	Anthrax LF inh2	BoNT A protease
7	C=CCN=c1scc(-c2ccc(F)cc2)n1/N=C/c1ccccn1	-3	26	-4	-1	-0.4
9	O=C(/C=C/c1c(F)cccc1Cl)Nc1cccnc1	20*	22	-3	-17	0.4
13	CN(C)CCCCOc1ccccc1F	4	28	5	-5	-0.4
15	CN1C(C(=O)NCc2ccc(OC(F)(F)F)cc2)CC2Cn3c(nc4cc5ccccc5cc43)C21 (centres undefined)	nt	22	-7	-6	0.0
21	CCc1sc(C(=O)Nc2ccc(F)cc2C)cc1C	-2	9	8	1	-0.2
35	Cc1ccnc(NC(=O)c2cc(F)c(F)cc2Cl)n1	-2	5	6	1	1.6

No.	PriA SSB inh	MazEF act	BoNT-F LC inh	CCHFV vOTU inh	PrPC TRFRET
7	nt	-6	-2	18	-3
9	1	4	?	-13	-5
13	5	-1	-2	-6	7
15	-6	3	-5	-3	-13
21	-9	2	-2	-18	7
35	3	5	0	4	-3

A portion of the results above:
No.	Compound	3CLpro inhibitor	VHR inh abs	Rv3671c protease	Anthrax LF inh2	BoNT A protease
46	COc1cc(C)c(CN2CCN(c3ncccn3)CC2)cc1C	nt	nt	6	nt	nt
47	N#CCCN(C(=O)COC(=O)c1ccc2c(c1)NC(=O)CS2)c1ccc2c(c1)OCCO2	4	22	4	-1	-0.7

No.	PriA SSB inh	MazEF act	BoNT-F LC inh	CCHFV vOTU inh	PrPC TRFRET
46	-3	1	nt	6	6
47	-4	-4	-13	-5	-1
